High-throughput results: PubChem, Sanford-Burnham Center for Chemical Genomics
tim23-1 inh: growth inhibitors of tim23-1 mutant yeast, primary screen, luminescence, uHTS | S. cerevisiae tim23-1 growth, BacTiter-Glo luminescence, 24 h | inhibition, % at 20 µM | 1.3% of 330,000 active | AID 463212, 2010;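 active means growth inhibition of the mutant yeast at or above 50%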;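 further: temperature-sensitive mutant grown at 25 °C; plate controls were DMSO-treated mutant yeast for no effect and medium wells lacking yeast for full effect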
UPR CHOP act: activators of apoptotic CHOP UPR arm, primary screen, cell-based, CHO-CHOP luciferase reporter, luminescence, uHTS; UPR activation; percent of tunicamycin response over DMSO baseline; activation, % at 10 µM; 0.34% of 330,000 active;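 active means at 10 µM dose, activation of 40% or more, normalized to positive control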;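 further: 100% = tunicamycin at 10 µg/mL and 0% = DMSO alone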
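System: CHO-CHOP luciferase reporter cell line; amount: 500 cells/well; buffer or medium: F12 medium containing 10% fetal bovine serum; incubation: 6 h compound exposure at 37 °C after overnight seeding; measured by: luciferase luminescence after 10 min with Steady-Glo reagent; evaluation: % reporter activation, DMSO baseline versus tunicamycin full activation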
XBP1 UPR activ: activators of adaptive XBP1 UPR arm, primary screen, cell-based, CHO-XBP1 luciferase reporter, luminescence, uHTS | IRE1-XBP1 UPR activation; percent of tunicamycin response, DMSO as zero | activation, % at 20 µM | 0.33% of 330,000 active | AID 463104, 2010;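 active means versus positive control, 20 µM dose yields 30% or more activation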;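 further: 100% = tunicamycin at 10 µg/mL and 0% = DMSO only wells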
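Test system: CHO-XBP1 luciferase reporter cells | Buffer or medium: Serum-containing F12 medium, 10% FBS | Schedule: 6 h compound exposure at 37 °C, 5% CO2 | Detection: Steady-Glo luciferase glow luminescence, 10 min after reagent addition | Read-out basis: Activation, % of tunicamycin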
697 NFkB inh: inhibitors of PMA/ionomycin-induced NF-kB reporter, 697 cells, primary screen, B-cell NF-kB inhibitor project, cell-based, luminescence, uHTS | 697 B-cell NF-kB luciferase reporter, 16 h | inhibition, % at 4 µM | 0.33% of 330,000 active | AID 435022, 2010; in the data active means inhibition above about 35%
TIM10 inh: growth inhibitors of isogenic TIM10 control yeast, primary screen, counter-screen for tim10-1 yeast inhibitor project, luminescence, uHTS | 1.4% of 330,000 active | S. cerevisiae TIM10 strain growth, BacTiter-Glo luminescence, 24 h | AID 463195, 2010 | inhibition, % at 10 µM;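 active means inhibition of 40% or more at the single tested concentration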;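 further: wild-type TIM10 isogenic control strain grown at permissive 25 °C; 0% = DMSO yeast wells and 100% = minimal medium wells without yeast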
Jurkat NFkB inh: inhibitors of induced NF-kB luciferase reporter, primary screen, TCR NF-kB activation inhibitor project, cell-based, luminescence, uHTS; AID 435003, 2010; Jurkat, PMA/ionomycin-induced NF-kB luciferase reporter; inhibition, % at 4 µM; 0.53% of 330,000 active; in the data active means inhibition above about 50%
Mdm2 MdmX PPI: inhibitors of human Mdm2-MdmX association, primary screen, cell-based, luminescence, split luciferase, SaOS-2, uHTS; SaOS-2 split-luciferase Mdm2/MdmX complementation; inhibition, % at 8 µM; 3% of 330,000 active; AID 485346, 2010;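 active means inhibition of at least 50% at 8 µM in the primary screen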
Target sequence (O15151 whole entry, looked up): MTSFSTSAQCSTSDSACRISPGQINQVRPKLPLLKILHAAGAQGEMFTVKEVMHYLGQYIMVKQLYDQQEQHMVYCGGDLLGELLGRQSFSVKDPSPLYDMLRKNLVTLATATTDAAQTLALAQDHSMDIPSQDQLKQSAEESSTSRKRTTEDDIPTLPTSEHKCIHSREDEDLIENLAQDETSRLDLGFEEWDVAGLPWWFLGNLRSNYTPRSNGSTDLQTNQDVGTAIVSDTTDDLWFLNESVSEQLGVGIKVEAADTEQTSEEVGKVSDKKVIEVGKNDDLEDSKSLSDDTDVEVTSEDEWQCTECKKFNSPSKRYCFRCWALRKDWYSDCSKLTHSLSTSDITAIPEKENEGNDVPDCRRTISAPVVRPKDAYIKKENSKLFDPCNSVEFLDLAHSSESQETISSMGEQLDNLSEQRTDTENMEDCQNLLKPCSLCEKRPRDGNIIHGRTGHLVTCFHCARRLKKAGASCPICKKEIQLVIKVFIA
Target sequence (Q00987 whole entry, looked up): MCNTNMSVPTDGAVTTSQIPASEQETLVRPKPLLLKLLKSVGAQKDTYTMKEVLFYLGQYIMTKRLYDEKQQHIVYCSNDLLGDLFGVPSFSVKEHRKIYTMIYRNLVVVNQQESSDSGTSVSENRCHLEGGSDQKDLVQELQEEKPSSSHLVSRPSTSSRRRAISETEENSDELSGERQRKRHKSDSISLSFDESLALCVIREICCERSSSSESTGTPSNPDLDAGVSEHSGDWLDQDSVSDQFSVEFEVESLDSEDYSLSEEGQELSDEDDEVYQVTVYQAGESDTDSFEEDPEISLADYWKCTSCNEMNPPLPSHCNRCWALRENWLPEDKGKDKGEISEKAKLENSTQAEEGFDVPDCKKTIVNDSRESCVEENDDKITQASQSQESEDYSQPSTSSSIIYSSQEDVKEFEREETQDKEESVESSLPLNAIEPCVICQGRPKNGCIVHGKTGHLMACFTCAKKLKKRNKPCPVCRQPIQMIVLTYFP
tim10-1 inh: growth inhibitors of tim10-1 mutant yeast, primary screen, luminescence, uHTS; S. cerevisiae tim10-1 ts strain growth, BacTiter-Glo, 24 h; inhibition, % at 20 µM; 2.2% of 330,000 active;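 active means inhibition of at least 40%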;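 further: mutant grown at 25 °C; 0% = DMSO wells with yeast and 100% = wells holding no yeast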
Numbers without * were called inactive.

Structure	tim23-1 inh	UPR CHOP act	XBP1 UPR activ	697 NFkB inh	TIM10 inh	Jurkat NFkB inh	Mdm2 MdmX PPI	tim10-1 inh
Cc1cc(NC(=O)CCC(=O)N(c2cccc(F)c2)C(C(=O)NC2CCCC2)c2ccc(C)o2)no1 (stereo not drawn)	2	1.6	-4	14	9	19	-4	-6
COc1ccc2nc(NC(=O)C3CCN(S(=O)(=O)c4cccs4)CC3)sc2c1	25	2.5	-3	-21	19	1	52*	30
O=C(COC(=O)c1ccccc1C(=O)c1ccc(Cl)c([N+](=O)[O-])c1)NC1CC1	12	19	-4	-3	10	6	100*	20
CNC(=O)COc1ccc(S(=O)(=O)Nc2ccc(C)cc2)cc1	0	-0.8	-2	2	-15	-12	15	-2
CC(C)NC(=O)c1ccccc1NC(=O)CCS(=O)(=O)Cc1ccccc1	12	-0.2	-1	4	-5	-10	0	-8
CCOC(=O)c1c(C)n(C)c2c(C)cc(O)c(OC(=O)CC)c12	4	-0.8	-1	-9	-7	-2	-1	-15
Cc1nc2scc(-c3ccc(C(C)C)cc3)c2c(=O)n1N	34	0.4	1	6	-6	-12	-2	21
O=C(Nc1nc(-c2ccccn2)cs1)c1ccc([N+](=O)[O-])o1	3	0.9	3	-57	-7	12	77*	23
Cc1cc(S(=O)(=O)NCCCN2CCOCC2)c(C)cc1Cl	5	2.3	-6	12	-16	6	-12	-15
COc1ccc(C(=O)NNC(=O)CSc2nnc(C)n2CC2CCCO2)cc1 (stereo not drawn)	19	-0.5	2	6	6	-15	11	5
CCOC(=O)c1ccc(NCc2nc3ccccc3n2C)cc1	24	5.3	0	-73	-8	-91	-101	26
CC1=C(C(=O)N(C)CCC#N)C2(CCCCC2)OC1=O	3	1.5	-1	4	5	-12	0	20
Cn1c(=O)[nH]c(=O)c2c1nc(Sc1ncccn1)n2CCCc1ccccc1	13	1.4	1	-9	7	-12	0	9
CC(=O)NC(NC(=S)Nc1ccc(N=Nc2ccccc2C)cc1C)C(Cl)(Cl)Cl (stereo not drawn)	-16	19	2	-16	8	-28	40	11
O=C(Nc1ccccc1[N+](=O)[O-])c1cc(S(=O)(=O)N2CCOCC2)cs1	15	1.7	-8	-30	0	-3	33	18
CCO[C@H]1OC(C(=O)N2CCN(Cc3ccc4c(c3)OCO4)CC2)=C[C@@H](c2ccc(Br)cc2)[C@@H]1CCCO	28	-0.1	-3	4	3	21	40	20
O=C(Nc1cccc(NC(=O)C2CCCO2)c1)C1CCCO1 (stereo not drawn)	4	-0.4	-2	-18	9	9	13	0
Cc1ccc(N2CCN(C(=O)c3ccccc3NC(=O)c3ccccc3C(=O)O)CC2)cc1	15	0.1	-1	-57	-9	-57	12	17
Cc1ccc(C(=O)N/C(=C\c2ccccc2)C(=O)NCc2cccnc2)cc1	0	-0.2	-1	3	11	9	12	4
COc1ccc(Br)cc1CN(C)CC(=O)Nc1c(Cl)ccc(C)c1Cl	40	5.9	2	-51	29	25	23	32

The results go on:
Structure	tim23-1 inh	UPR CHOP act	XBP1 UPR activ	697 NFkB inh	TIM10 inh	Jurkat NFkB inh	Mdm2 MdmX PPI	tim10-1 inh
COC(=O)C1=C(C)N(c2ccc(C)c(C)c2)/C(=C/c2cccs2)C1=O	40	90*	15	10	50*	22	20	23
O=C(/C=C/c1ccc2c(c1)OCCO2)c1ccccc1	22	1.4	0	-52	-1	-56	-15	3
CCCN(CC(=O)Nc1ccccc1OC)C(=O)C1=COCCO1	-5	-3.8	4	4	7	-20	2	-1
O=C(COC(=O)Cc1cn2ccsc2n1)NCc1ccc2c(c1)OCO2	-2	-0.8	0	-15	-6	3	16	4
Cc1ccc(N=C2C(=O)Nc3ccccc32)cc1C	0	-0.5	1	-31	-3	-18	10	17
O=C(CN1C(=O)COc2ccccc21)NCCCN1CCc2ccccc2C1	-9	-0.6	-4	24	-11	-2	2	-15
CCC(CC)C(=O)N1CC(=O)Nc2ccc(C)cc2C1c1ccccc1 (stereo not drawn)	18	0.4	0	4	16	1	4	27
CCN(CC)c1ccc(/C=N/NC(=O)c2c[nH]c3ccccc23)cc1	14	-0.5	2	9	-27	-16	6	-109
O=C(NCCCCCCOC1=NS(=O)(=O)c2ccccc21)C(=O)Nc1ccccc1	-29	2.8	1	-102	-27	-79	-24	-29
Cc1ccc(CCNC(=O)C2CCCN(S(=O)(=O)c3c(C)noc3/C=C/N(C)C)C2)cc1 (stereo not drawn)	13	0.0	-2	7	9	-2	28	6
CCOC(=O)C1C(c2ccc(O)c(OC)c2)NC(=S)NC1(O)C(F)(F)F (stereo not drawn)	2	-0.9	0	-26	10	-6	-20	22
O=C(COc1cccc(NC(=O)c2ccccc2)c1)c1ccccc1	9	2.7	6	-8	-10	7	-23	3
Cc1cc(C)nc(SCC(=O)Nc2ccc(S(=O)(=O)N3CCCCC3)cc2)n1	15	-2.0	0	0	14	-9	-1	29
Cc1c(CCC(=O)O)c(=O)oc2cc(OCc3ccc(Br)cc3)ccc12	9	-0.9	-5	-15	-1	-19	-10	25
O=C(Nc1ccc(S(=O)(=O)Nc2ncccn2)cc1)c1cccnc1	15	2.4	-1	13	0	23	-24	6
CN(C)S(=O)(=O)c1ccc(NC(=O)CSc2ncnc3ccccc23)cc1	19	1.2	-4	-5	9	19	31	8
CC1CC(C)CN(C(=O)COC(=O)c2ccc3c(c2)OCCO3)C1 (stereo not drawn)	26	1.1	-2	-5	13	2	11	9
CC1(C)CC(=O)C2=C(C1)OC(N)=C(C#N)C2CCc1ccccc1 (stereo not drawn)	7	-1.7	-1	9	10	5	13	7
COc1cccc2cc(C(=O)N3CCN(c4ncccn4)CC3)c(=O)oc12	11	-0.1	-1	-7	5	-1	15	-2
CCCCC(=O)Nc1nnc(SCC(=O)Nc2ccc(OC)cc2)s1	9	3.4	-4	-30	-3	0	13	13

Going on with the list.
Structure	tim23-1 inh	UPR CHOP act	XBP1 UPR activ	697 NFkB inh	TIM10 inh	Jurkat NFkB inh	Mdm2 MdmX PPI	tim10-1 inh
COc1ccc(CNC(=O)CSc2nnc3c(n2)[nH]c2ccc(F)cc23)cc1	-24	0.0	-3	4	-18	8	24	-28
COc1cc(/C=C/C(=O)N2CCCC2)cc(OC)c1OC	16	-2.0	-7	19	-2	-11	17	0
CCOc1ccccc1Nc1cc(C)nc2nnnn12	3	0.5	-1	6	-4	2	-29	-10
COCc1cc(C)nc(SCC[N+](C)(C)CC(=O)Nc2cccc(C(F)(F)F)c2)c1C#N	2	0.4	-1	4	9	-7	20	6
COc1ccc(O)c(C(=O)c2cc(SCC(=O)O)c3nc4sc5c(c4c(=O)n3c2)CCCC5)c1	21	1.5	-1	22	12	20	22	12
Cc1cccc(C)c1NC(=O)COC(=O)CCc1c[nH]c2ccccc12	12	-0.9	-1	17	6	15	19	18
Cc1ccc(S(=O)(=O)N(C)C[C@@H]2Oc3ccc(NC(=O)Nc4cccc5ccccc45)cc3C(=O)N([C@H](C)CO)C[C@H]2C)cc1	2	2.0	-2	5	6	1	30	1
CC1CC(C)CN(C(=O)Cn2cc(C=O)c3ccccc32)C1 (stereo not drawn)	21	0.9	1	-12	-6	-3	-4	13
Cc1nc(CN2CCN(C(=O)c3ccc(C(C)(C)C)cc3)CC2)cs1	15	-0.1	-2	0	3	14	24	21
COc1ccc(NC(=O)C2CCCN(S(=O)(=O)c3cccnc3)C2)c(OC)c1 (stereo not drawn)	15	-0.6	2	-6	-3	4	1	4
Cc1ccc(NC(=O)/C(C#N)=C/c2ccc(Sc3nc(C)cc(C)n3)o2)cc1	-2	0.8	3	17	-7	9	26	-7
Cc1ccc(NC(=O)COC(=O)CCc2ccc(S(=O)(=O)N3CCOCC3)cc2)cc1C	10	0.3	-1	4	-19	1	10	2
CCOC(=O)CCP(=O)(O)C(C)(O)c1ccccc1 (stereo not drawn)	1	-1.4	-2	12	-6	5	-2	5
CC1CCCN(S(=O)(=O)c2ccc3c(c2)CCN3C(=O)C2CCC2)C1 (stereo not drawn)	-7	0.0	2	-2	-3	3	13	14
CC1Cc2ccccc2N1C(=O)CSc1nnc(NC(=O)Cc2cccs2)s1 (stereo not drawn)	-4	-0.1	3	-11	-13	2	19	3
Cc1ccc(-c2csc(=Nc3cccnc3)n2CCCn2ccnc2)cc1C	-51	-2.2	1	-96	-14	30	71*	-20
COC(=O)c1ccc(NC(=O)[C@H](C)NC(N)=O)cc1	5	1.4	-2	7	-10	5	7	-9
O=C(Nc1nnc(C2CC2)s1)C1CC(=O)N(c2ccc3c(c2)OCCO3)C1 (stereo not drawn)	18	-2.9	-3	-27	6	2	-12	-3
COc1ccc(Br)cc1/C=N/N1CCN(Cc2ccccc2Cl)CC1	6	0.5	-6	-1	-13	-16	15	-18

Pulled by structure from the list above (five):
Structure	tim23-1 inh	UPR CHOP act	XBP1 UPR activ	697 NFkB inh	TIM10 inh	Jurkat NFkB inh	Mdm2 MdmX PPI	tim10-1 inh
CCOc1ccccc1Nc1cc(C)nc2nnnn12	3	0.5	-1	6	-4	2	-29	-10
COC(=O)c1ccc(NC(=O)[C@H](C)NC(N)=O)cc1	5	1.4	-2	7	-10	5	7	-9
CC1CC(C)CN(C(=O)Cn2cc(C=O)c3ccccc32)C1 (stereo not drawn)	21	0.9	1	-12	-6	-3	-4	13
CC1Cc2ccccc2N1C(=O)CSc1nnc(NC(=O)Cc2cccs2)s1 (stereo not drawn)	-4	-0.1	3	-11	-13	2	19	3
Cc1ccc(-c2csc(=Nc3cccnc3)n2CCCn2ccnc2)cc1C	-51	-2.2	1	-96	-14	30	71*	-20
